NADH enzymes: inhibitors of enzymes used to reach an NAD/NADH endpoint | coupled PK/LDH NADH assays, four targets | IC50, µM (doses to about 10 µM), for the others: top-dose inhibition | 65,000 compounds, 0.02% hits;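 active means single-dose screening hits from any of four coupled enzyme assays that gave an IC50 when retested across doses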;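 further: the DPM-DC format reads NADH fluorescence rather than 340 nm absorbance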
TNAP act mid DEA: activates human TNAP at intermediate phosphate acceptor concentration. P05186. 64,000 tested, under 10 active. activation factor at 20 µM. AID 813. purified TNAP, CDP-star luminescence, 100 mM DEA, 30 min; stronger effect = higher value; scale: 0 levamisole-inhibited, 1 vehicle-only enzyme;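 active means activation factor of at least 2 at 20 µM, relative to controls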
Fluor 339 460: intrinsic fluorescence of library compounds, ex339/em460 – biochemical, MLSMR library, data from DPM-DC assay, artefact control, profiling panel; AID 709; 65,000 compounds, 5.5% hits; fluorescence fold increase at 10 µM; compound autofluorescence, ex339/em460 nm, NADH buffer; stronger effect = higher value; 1 = no-compound wells, NADH background;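 active means at 10 µM, mean starting fluorescence two-fold or more over control wells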;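 further: signal is the first read of a kinetic run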
RORA act: activates the human nuclear receptor RORA; P35398; CHO-K1 Gal4-RORA LBD luciferase reporter, luminescence; percent increase over mock-subtracted basal signal; activation, % at 10 µM; 65,000 compounds, 1.5% hits;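 active means activation above the mean of all tested compounds plus 3 SD, cut at about 49% in these data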;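 further: 0% = DMSO-treated RORA cells and 100% = added signal equal to DMSO minus mock-transfected cells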
Target sequence (P35398 whole entry, looked up, the tested form may be a part): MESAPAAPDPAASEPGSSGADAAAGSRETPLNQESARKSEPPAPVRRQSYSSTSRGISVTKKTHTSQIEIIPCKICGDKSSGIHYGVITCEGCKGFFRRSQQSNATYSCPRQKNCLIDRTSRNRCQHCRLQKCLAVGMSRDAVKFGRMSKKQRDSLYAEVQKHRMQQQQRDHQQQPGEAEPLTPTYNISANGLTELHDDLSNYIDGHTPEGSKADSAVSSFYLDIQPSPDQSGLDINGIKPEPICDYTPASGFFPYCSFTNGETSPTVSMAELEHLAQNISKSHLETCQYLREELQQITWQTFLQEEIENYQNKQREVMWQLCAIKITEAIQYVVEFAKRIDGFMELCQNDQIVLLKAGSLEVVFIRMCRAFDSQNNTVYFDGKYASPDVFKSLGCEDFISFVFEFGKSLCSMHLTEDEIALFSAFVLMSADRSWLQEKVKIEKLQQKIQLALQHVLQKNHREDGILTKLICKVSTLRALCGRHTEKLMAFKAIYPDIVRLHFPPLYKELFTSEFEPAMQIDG
5HT1a ag: 5-HT1a (human) receptor agonism; AID 567; 65,000 compounds, 0.56% hits; activation, % at 10 µM; CHO 5-HT1a Ga15 NFAT-bla reporter, FRET ratio; 0% basal, 100% maximal reference agonist; P08908;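 active means activation above the screen-wide mean activation plus 3 SD, cut at about 19% in these data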;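 further: 0% = DMSO wells and 100% = 5-CT at EC100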
A340 absorber: compound absorbs light at 340 nm; fold change at 10 µM; AID 708; compound absorbance at 340 nm, fold over control; 65,000 tested, under 10 active;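 active means at 10 µM dose, initial 340 nm absorbance at least 2 fold that of control wells; inactive means change under 2 fold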;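 further: initial absorbance extrapolated from kinetic A340 decline of NADH oxidation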
MMP13 inh: inhibitors of human MMP13. P45452. MMP-13 fTHP FRET cleavage, Mca fluorescence. inhibition, % at 4 µM. 65,000 compounds, 0.07% hits. AID 570;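 active means inhibition above the mean of compound-free control plate wells plus 3 SD, cut at about 14% in these data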;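 further: 0% = DMSO wells and 100% = wells with reference MMP-13 inhibitor after basal subtraction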
SF1 activator: SF-1 (human) activation. Q13285. CHO-K1 Gal4-SF-1 LBD luciferase reporter; % increase over DMSO SF-1-specific signal. activation, % at 10 µM. 65,000 compounds, 1.9% hits. AID 522;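 active means activation above the mean activation of all tested compounds plus 3 SD, cut at about 50% in these data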
Target sequence (Q13285 whole entry, looked up, the tested form may be a part): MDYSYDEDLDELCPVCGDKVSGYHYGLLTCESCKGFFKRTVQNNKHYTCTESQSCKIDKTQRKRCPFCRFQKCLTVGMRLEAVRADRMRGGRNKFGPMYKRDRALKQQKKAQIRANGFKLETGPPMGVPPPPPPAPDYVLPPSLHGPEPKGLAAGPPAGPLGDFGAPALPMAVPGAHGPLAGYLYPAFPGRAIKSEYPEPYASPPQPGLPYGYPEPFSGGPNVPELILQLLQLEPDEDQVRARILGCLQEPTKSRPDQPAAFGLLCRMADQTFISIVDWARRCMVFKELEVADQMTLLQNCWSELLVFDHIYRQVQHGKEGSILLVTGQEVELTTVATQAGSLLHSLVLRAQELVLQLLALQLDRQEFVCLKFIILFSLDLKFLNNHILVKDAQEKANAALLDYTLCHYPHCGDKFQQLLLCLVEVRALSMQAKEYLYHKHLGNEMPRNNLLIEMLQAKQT
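material = CHO-K1 cells with Gal4–hSF-1 LBD chimera plus Gal4-driven luciferase | compound = 10 µM single point, 1% DMSO | incubation = 20 h compound exposure at 37 °C after 1 h cell settling | measured by = SteadyLite luciferase luminescence | evaluation = percent activation relative to DMSO median and mock-transfected background | control set = DMSO negative control and −SF1 background wells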
5-HT1A blocker: blocks the human serotonin 5-HT1a receptor | P08908 | CHO 5-HT1a Ga15 NFAT-bla reporter, antagonist mode | inhibition, % at 10 µM | 62,000 compounds, 0.68% hits | AID 612;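 active means inhibition above the mean of all tested compounds plus 3 SD, cut at about 43% in these data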;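 further: receptor stimulated by 5-CT agonist at 100 nM near EC80; beta-lactamase reporter measured by ratiometric fluorescence of a cleavable substrate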
* hit, by the source's call; . = not tested or not shown; [ ] = remark or other dose.

SMILES,NADH enzymes,TNAP act mid DEA,Fluor 339 460,RORA act,5HT1a ag,A340 absorber,MMP13 inh,SF1 activator,5-HT1A blocker
Cc1cc(N)n2ncc(-c3ccccc3)c2n1,7.0%,1,1.69,88.5*,0.1,1.16,-9.5,75.3*,3.4
CCn1nnc(NC(=O)c2ccc(C(C)(C)C)cc2)n1,7.0%,0.9,1.07,2.5,0.1,1,-3.6,8.3,-0.2
CC(C)CC(NC(=O)C1CCC(C)CC1)C(=O)Nc1cccnc1 (configuration not stated),2.0%,1,1.14,-6.7,0.4,1.04,3.3,-5.8,0.0
Cc1cc(NC(=O)C2CCN(S(=O)(=O)Cc3ccccc3)CC2)ccc1-n1cnnn1,6.0%,1,1.1,-0.3,-3.8,1.06,4.9,4.0,0.8
CCOC(=O)N1CCN(c2c(Nc3cc(C)[nH]n3)c(=O)c2=O)CC1,5.0%,0.9,1.03,-6.7,-2.1,1.13,-3.9,12.7,-3.4
Cc1cc(-c2ccccc2)n2ncc(C#N)c2n1,9.0%[fluoresces],0.9,2.11*,11.8,0.3,1.11,-59.2[fluorescence artefact?],-2.1,1.7
O=C(Nc1ccc2c(c1)nc1n2CCSC1)c1ccccc1,2.0%,0.8,1.06,-25.1,-1.7,0.98,1.2,18.7,17.2
CC1CCCN(c2nc3c(c(=O)n(C)c(=O)n3C)n2CCSc2nc3ccccc3s2)C1 (configuration not stated),2.0%,0.9,1.04,-4.0,2.3,1.05,7.9,23.4,2.7
CCOC(=O)C1CCN(C(=O)Cc2cccs2)CC1,5.0%,0.8,1.09,-0.4,-0.7,1.03,4.2,-8.6,-4.5
COc1cccc(NC2SC(=O)N(c3ccccc3)C2=O)c1 (configuration not stated),8.0%,0.9,0.9,28.5,-1.7,1.02,2.4,31.7,13.1
CCc1nnc(NC(=O)c2ccc(S(=O)(=O)N(CCOC)CCOC)cc2)o1,8.0%,1,1.04,-14.7,-0.8,1,4.7,-18.9,3.3
Cn1c(Cl)cnc1C(O)c1ccccc1 (configuration not stated),8.0%,0.9,1.07,-14.7,1.0,1.02,-10.3,-25.0,7.2
O=C(NC(Cc1c[nH]c2ccccc12)C(=O)O)c1ccccc1 (configuration not stated),4.0%,0.9,1.09,-2.7,-2.1,0.97,-4.4,-7.2,6.7
CCCn1c(C)cc(C(=O)COC(=O)c2ccc(Cl)c(S(=O)(=O)N3CCCC3)c2)c1C,3.0%,0.9,1.07,-4.2,10.9,1.04,-2.8,5.3,-19.3
Cc1ccc2cc(C(c3nnnn3C3CCCC3)N3CCOCC3)c(=O)[nH]c2c1C (configuration not stated),14.0%,0.9,1.46,9.0,-0.9,1.06,1.8,5.8,-4.2
COCCNC(=O)Cn1cnc2c1c(=O)n(C)c(=O)n2C,4.0%,0.9,1.08,.,.,1.05,.,.,.
CC12COC3(C(=O)Nc4ccc(Cl)cn4)CC1CCC32C (configuration not stated),3.0%,0.9,1.01,10.6,0.5,1.04,3.7,-6.2,-14.3
O=C(NCc1ccc2c(c1)OCO2)C1CC(=O)N(CCc2ccccc2)C1 (configuration not stated),7.0%,0.9,1.07,8.4,-0.8,1.03,3.3,-17.5,1.3
O=C1c2ccccc2C(=O)C1c1nccc2ccccc12,3.0%,0.9,1.11,-50.0,2.3,1.06,2.2,-59.9,5.8
CCCCN(C)C(=O)C1CCN(Cc2ccccn2)CC1,8.0%,1,1.12,-10.2,-3.3,1.01,5.0,10.8,4.2
COc1cc(C(=O)N(Cc2ccco2)Cc2cc3ccccc3[nH]c2=O)cc(OC)c1OC,8.0%,0.9,1.59,1.2,-1.1,1.02,-6.2,2.5,12.8
CCOC(=O)c1cc(S(=O)(=O)NC2CCN(C(=O)OCC)CC2)cn1C,4.0%,1,1.1,-11.5,-4.7,1.02,1.0,8.4,3.3
CC1(C)Oc2ccc(C(=O)N3CCOCC3)cc2N(CC(=O)Nc2ccccc2)C1=O,5.0%,1,1.09,-9.1,-4.5,0.98,-4.8,-3.8,-0.2
CN(C)CCCN1C(=O)C(=O)/C(=C(/O)c2ccc3c(c2)OCO3)C1c1cccnc1 (configuration not stated),14.0%,1,1.16,-9.6,-0.9,1.11,8.9,-5.5,-1.8
COc1ccc(Br)cc1C1NC(=O)c2c(sc3c2CCN(C)C3)N1 (configuration not stated),9.0%,0.8,1.17,-9.7,1.5,1.02,-1.4,-7.3,-4.7
CC(=O)c1ccc(C(=O)Nc2nnc(-c3ccc(Cl)cc3)o2)cc1,0.0%,1,1.09,-5.7,-0.2,1.08,1.4,-10.9,2.7
COc1cc(C(=S)N2CCCC2)ccc1O,6.0%,0.8,1.07,-11.7,-3.8,0.99,1.5,-1.3,-0.1
CCCCN(CCCC)C(=O)CCS(=O)(=O)c1ccc2c(c1)n(C)c(=O)c(=O)n2C,3.0%,0.9,1.23,3.2,-2.1,1.02,-1.7,-13.2,3.0
CC[C@H](C)[C@H](NS(=O)(=O)c1ccc(C)cc1)C(=O)N1CCC(C(=O)N[C@@H](C)C(=O)O)CC1,6.0%,0.8,1.04,-11.5,-2.2,1.02,2.5,-17.8,5.7
CCCCNC(=O)c1cc2n(n1)C(C(F)(F)F)CC(c1ccccc1)N2 (configuration not stated),5.0%,0.9,1.05,-5.7,-0.1,1.01,-0.8,-3.9,.
CCCCOC(=O)C(C)Oc1ccc(=O)n(-c2ccccc2)n1 (configuration not stated),2.0%,1,1.11,57.3*,0.8,1.1,-20.4,3.5,8.8
O=C(NCc1ccc2c(c1)OCO2)c1ccc(NS(=O)(=O)c2ccc3c(c2)OCCO3)cc1,4.0%,0.9,1.03,-1.3,-3.6,0.99,-0.4,-10.1,-0.2
Cc1nn(-c2ccccc2)c2sc(C(=O)OCn3nnc4ccccc4c3=O)cc12,1.0%,.,1.13,-4.9,-0.5,1.04,4.5,7.2,-11.1
Cn1c(=O)[nH]c(=O)c2c1nc(N1CCCCCC1)n2CCSc1nc2ccccc2o1,2.0%,0.9,1.07,-4.1,-2.4,1.02,-4.4,-7.3,3.2
COCCN(C(=O)CCC(=O)Nc1ccccn1)C(C(=O)NC1CCCC1)c1ccc(OC)cc1 (configuration not stated),4.0%,0.8,1.01,-11.6,-1.5,0.98,-0.1,-9.6,-3.3
Cn1c(COc2ccccc2)nnc1SCC(=O)Nc1ccc(N2CCOCC2)c(Cl)c1,4.0%,0.8,1.02,-4.4,-2.3,0.99,-0.5,-9.9,10.1
O=C(Cc1ccc(Br)cc1)N1CCN(c2ccccc2)CC1,0.0%,0.9,1.14,15.4,-1.4,1.15,2.3,-10.3,18.5
O=c1c2cn[nH]c2[nH]c(=S)n1-c1ccccc1F,7.0%,1,0.97,-1.6,-3.7,1,1.5,0.6,-6.6
COC(=O)CSc1nc(C(C)C)nc2ccccc12,2.0%,0.8,1.03,-21.1,-0.2,1.07,-5.5,1.0,1.9
CCCCCn1c(N(C)Cc2ccccc2)nc2c1c(=O)[nH]c(=O)n2C,2.0%,1,1.09,23.9,-1.4,1.01,3.1,-4.9,6.7
O=C1Nc2ccc(Br)cc2C1(O)Cc1ccncc1 (configuration not stated),10.0%,1,1.08,-12.1,-0.3,1.03,-2.1,8.3,-10.6
CCSc1nnc(-c2ccc(OC)cc2)o1,1.0%,0.9,1.01,89.7*,0.8,1.02,0.0,24.4,4.5
COc1nc(OC)nc(N2CCC(C(=O)NCc3ccco3)CC2)n1,7.0%,0.9,1.07,-20.9,-1.6,1.03,-0.2,13.4,1.2
O=C(NC1CCCCC1)C(c1ccccc1)N(Cc1ccco1)C(=O)Cn1cnc2ccccc21 (configuration not stated),2.0%,0.8,1.01,5.2,-1.4,0.97,-2.0,-8.4,29.2
CC1Cc2ccccc2N1C(=O)CCNS(=O)(=O)c1cccc2nsnc12 (configuration not stated),4.0%,0.9,1.16,-18.0,-2.1,1.08,4.1,-7.0,2.5

Fluor 339 460, what is marked active above.
smiles | NADH enzymes | TNAP act mid DEA | Fluor 339 460 | 5HT1a ag | A340 absorber | MMP13 inh | 5-HT1A blocker
Cc1cc(-c2ccccc2)n2ncc(C#N)c2n1 | 9.0%[fluoresces] | 0.9 | 2.11* | 0.3 | 1.11 | -59.2[fluorescence artefact?] | 1.7

Reprinted at random: 2 entries already listed, in no set order.
SMILES,NADH enzymes,TNAP act mid DEA,Fluor 339 460,RORA act,5HT1a ag,A340 absorber,MMP13 inh,SF1 activator,5-HT1A blocker
COCCN(C(=O)CCC(=O)Nc1ccccn1)C(C(=O)NC1CCCC1)c1ccc(OC)cc1 (configuration not stated),4.0%,0.8,1.01,-11.6,-1.5,0.98,-0.1,-9.6,-3.3
Cn1c(COc2ccccc2)nnc1SCC(=O)Nc1ccc(N2CCOCC2)c(Cl)c1,4.0%,0.8,1.02,-4.4,-2.3,0.99,-0.5,-9.9,10.1

Going on with the list.
SMILES,NADH enzymes,TNAP act mid DEA,Fluor 339 460,RORA act,5HT1a ag,A340 absorber,MMP13 inh,SF1 activator,5-HT1A blocker
COc1ccc(NC(=O)c2cc(CC(C)C)on2)cc1OC,11.0%,0.9,1.09,8.7,1.1,1.04,3.1,13.3,-13.5
c1coc(CNc2nc(-c3ccncc3)cs2)c1,1.0%,0.9,1.14,48.3,0.1,1.08,5.0,33.3,6.3
O=C(CC(SCCO)c1ccc(F)cc1)c1ccco1 (configuration not stated),5.0%,1,1.08,0.9,-2.1,1.08,-1.6,-5.3,13.5
C=CCNC(=O)c1ccccc1NS(=O)(=O)c1ccc(SC)cc1,4.0%,1,1.14,24.4,-0.1,1.06,-14.0,-12.3,-3.4
COc1cccc(OCCn2c(C)c(/C=N/n3cnnc3)c3ccccc32)c1,9.0%,1,1.1,27.6,-1.4,1.16,-0.3,10.8,3.6
O=C(NCc1ccco1)Nc1ccc2nsnc2c1,4.0%[fluoresces],1,2.4*,-1.0,-2.2,1.03,-19.9,4.2,59.2*
COC(=O)c1c(C(=O)OC)c2ccncn2c1Cl,24.0%,1,1.71,-6.5,-2.2,1.09,-5.6,6.0,-10.1
O=C(NCCCN1CCCC1=O)c1ccc2c(c1)OCO2,3.0%,0.9,1.12,-4.3,1.1,1.05,-1.0,9.8,-15.6
CCOC(=O)c1ccccc1NC(=O)CSc1nnc(Cc2cccn2C)n1-c1ccc(F)cc1,4.0%,1,1.17,18.4,2.6,1.02,1.9,-16.0,4.3
CCn1c(Cc2ccccc2)nnc1SCC(=O)Nc1ccccc1,3.0%,1,1.13,0.9,0.1,1.05,-0.5,17.1,11.3
O=C(CSc1nnnn1C1CCCC1)N1CCN(C(=O)c2ccco2)CC1,2.0%,0.9,1.06,-1.5,0.8,0.98,4.1,10.6,-5.1
O=C(O)CCCC(=O)N1CCN(c2nc(-c3ccccc3)c3ccccc3n2)CC1,1.0%[fluoresces],1,2.08*,-14.4,-0.1,1.04,-13.1,-13.7,12.5
COc1ccc(-c2cc(-c3cc(F)ccc3O)[nH]n2)cc1OC,5.0%,1.1,1.1,4.0,1.1,1.03,-4.2,36.4,21.3
Cc1cc(NC(=O)CSc2nnnn2C2CCCC2)no1,17.0%,0.9,2.84*,-6.4,-2.4,1.07,-52.8,-17.3,4.0
CC(=O)c1cnc(Nc2nc(C)c3cc(C)ccc3n2)nc1C,6.0%,1,1.14,-26.6,-4.0,1.05,-4.3,8.6,-8.8
CCOc1cc(S(=O)(=O)NCCc2cccc(C)c2)c(OCC)cc1-n1cnnn1,8.0%[fluoresces],0.9,3.66*,15.0,-4.7,1,-62.5,14.5,4.0

From PubChem BioAssay
